Source: PubChem
INS promoter inh – TRM-6 insulin promoter activity inhibition; TRM-6 cells (human fetal islet line), insulin promoter-eGFP reporter, imaging; reporter expression induced with tamoxifen; inhibition, % at 2 µM; 130,000 tested, 0.9% active; AID 1273;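 active means inhibition above the mean plus 3 SD, with well images judged a real hit on visual review, cut at about 60% in these data, passing the limit was not always enough; inconclusive means inhibition over the cutoff but images rejected on review; inactive means inhibition not above the cutoff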
SDO1 yeast rescue – sdo1-depleted yeast growth rescue; 140,000 tested, 0.21% active; S. cerevisiae sdo1-depleted JHY4D growth rescue, OD600 30 h; active compounds read high; pdr5 snq2 efflux-pump mutant strain; AID 817; z-score at 10 µM;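 active means z-score above 3 at both the 24 hr and the 30 hr optical density reads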;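 further: z-score against mean and SD of all compound wells on the same plate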
SDO1 yeast rescue Rescue 24 h – second read-out of SDO1 yeast rescue, no call of its own (marks repeat the call); z-score; S. cerevisiae sdo1-depleted JHY4D growth rescue, OD600; measured here: growth rescue at 24 h;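 0 is the plate mean of compound wells and units are plate SD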
Starred values were filed as active, the others as inactive; ? = inconclusive; / = not tested or not shown. Only part of the results is shown. The share of hits here may be higher or lower than overall.

SMILES	INS promoter inh	SDO1 yeast rescue	SDO1 yeast rescue Rescue 24 h
CCc1ccc(OCC2c3cc(OC)c(OC)cc3CCN2C(=S)NCCOC)cc1 (configuration not stated)	/	-0.28	-0.71
NC(=O)c1cccnc1Nc1cccc(F)c1	86.7*	0.52	-0.17
CCOC(=O)C1CCN(C(=O)CCNC(=O)Cn2ccc3ccccc3c2=O)CC1	/	0.03	0.33
COc1ccc(-c2nc(CSCC(=O)N3CCN(C(=O)c4ccco4)CC3)c(C)o2)cc1OC	/	1.74	2.01
O=C(Nc1cc(S(=O)(=O)N2CCCC2)ccc1OCC(F)(F)F)c1ccc(F)cc1	6.7	-0.22	-0.63
Cc1c(C(=O)NCCCN2CCCC2=O)oc2ccccc12	-360.0	0.06	-0.2
CCn1c(=O)n(CC)c2cc([N+](=O)[O-])ccc21	15.6	1.08	0.73
CCc1ccc(N(CC(=O)Nc2sc3c(c2C(=O)OC)CCCC3)S(C)(=O)=O)cc1	-7.1	-0.54	0.14
O=C(COC(=O)/C=C/c1cccc(Cl)c1)NCCc1ccccc1	26.9	3.39*	3.67*
CC(=O)Nc1ccc(S(=O)(=O)Oc2ccc(/C=C3\SC(N)=NC3=O)cc2)cc1	28.6	/	/
CCN(CC)c1ccc(/C=C/C(=O)c2cccnc2)cc1	41.5	/	/
COc1ccccc1/C=C/C(=O)N1CCCC1	-2.9	-0.02	-0.48
COc1ccccc1N1CCN(S(C)(=O)=O)CC1	50.0	0.41	0.22
CCOP(=O)(OCC)C(NC(=O)c1cc([N+](=O)[O-])cc([N+](=O)[O-])c1)C(F)(F)F (configuration not stated)	42.9	/	/
Cc1ccc(C)c(NC(=O)C(Sc2nc3ccc(C)cc3[nH]2)c2ccccc2)c1 (configuration not stated)	-29.0	-1.09	-0.41
CCN1CCN(c2cc(C)c3cc(NC(=O)Cc4ccc(OC)c(OC)c4)ccc3n2)CC1	?	0.68	0.24
O=C(C1CCC1)N1CCc2cc(S(=O)(=O)NCc3cccnc3)ccc21	-25.0	1.63	1.57
CN1CCC(N(C)C(=O)/C=C/c2cn(-c3ccccc3)nc2-c2cccs2)CC1	-133.3	/	/
CCOc1ccc(CN2CCN(CC3=Cc4cccc(OC)c4OC3)CC2CCO)cc1 (configuration not stated)	-13.0	/	/
CCOC(=O)N1CCN(CC(=O)N2c3ccccc3CC2C)CC1 (configuration not stated)	-114.3	0.31	-0.57

Only INS promoter inh, for 2 of the compounds above:
| smiles | INS promoter inh |
| --- | --- |
| CCc1ccc(N(CC(=O)Nc2sc3c(c2C(=O)OC)CCCC3)S(C)(=O)=O)cc1 | -7.1 |
| CCN(CC)c1ccc(/C=C/C(=O)c2cccnc2)cc1 | 41.5 |

(list continues)
SMILES	INS promoter inh	SDO1 yeast rescue	SDO1 yeast rescue Rescue 24 h
COc1ccc2cc(CCNC(=O)c3cccs3)c(=O)[nH]c2c1	-14.3	0.34	0.25
Cc1cc(C)c(Cc2c(C)nc3c(C(=O)NCc4ccco4)cnn3c2C)c(C)c1	2.8	-0.44	-0.26
COc1ccc(C2NC(=S)N3C(c4ccc(OC)cc4)NC(=S)N23)cc1 (configuration not stated)	1.4	-0.21	-0.23
CCOC(=O)c1ccccc1NC(=O)c1c(F)c(F)c(F)c(F)c1F	23.7	-1.43	-0.09
CC(=O)NC1(c2ccccc2)CCN(c2nc(C)cc(C)n2)CC1	-9.4	0.23	-0.16
Cc1nc2ccccc2nc(C)c1=NOCc1ccccc1Cl	10.7	-0.8	-1.84
O=C1C=CC(=O)N1CCCCCCN1C(=O)C=CC1=O	/	-2.15	-1.88
O=C(Nc1ccccc1C(=O)N1CCCCCC1)c1cccc(S(=O)(=O)N2CCOCC2)c1	-325.0	-1.28	-1.18
CC(=O)c1ccc(N2CCN(CC(=O)Nc3ccc(N4CCOCC4)cc3)CC2)cc1	22.2	/	/
CCCSc1cc(=O)n(-c2ccc(F)cc2)nc1C(=O)OCC	-15.4	/	/
COc1cccc(CC(NC(C)=O)C(=O)NC2CCN(c3ncccc3[N+](=O)[O-])CC2)c1 (configuration not stated)	18.2	/	/
CCOC(=O)CCc1c(C)nc2cc(-c3ccc(Cl)cc3)[nH]n2c1=O	-3.1	0.16	1.49
COC(CNC(=O)c1ccc(N2CCCC2=O)cc1)OC	-426.7	0.12	-0.46
COC(=O)CSc1nnc(CNc2ccc(Cl)cc2)n1Cc1ccccc1	18.2	-2.21	-1.34
CCOC(=O)c1sc(/N=C/c2c(O)ccc3ccccc23)cc1C	-23.5	-0.26	1
CCOc1ccc(C(=O)N[C@H](C(=O)Nc2cccc(S(=O)(=O)N3CCCCC3)c2)C(C)C)cc1	-160.5	0.45	-0.08
CC(C(=O)NCC1CCCO1)c1ccc([N+](=O)[O-])cc1 (configuration not stated)	-11.8	/	/
O=C(C(F)C(F)(F)F)N1CCN(c2ccccc2)CC1 (configuration not stated)	/	0.59	0.61
O=C(CCSCc1ccc(Cl)cc1)NC1CCCC1	19.4	0.05	0.21
Cc1ccccc1N1CCN(C2=NC(=O)/C(=C\c3cccs3)S2)CC1	-7.1	-0.95	-1.42
CN(C)CCCSc1nc2ccccc2s1	-25.0	/	/
Cc1ccc(CN(Cc2ccco2)C(=S)NCC(=O)O)cc1	/	0.99	1.21
Cc1noc(C)c1S(=O)(=O)N(CC(=O)N1CCCCCC1)c1ccc(C(C)C)cc1	/	-0.87	-0.8
O=S(=O)(c1ccc(Cl)c(C(F)(F)F)c1)N1CCN(CC(O)COCC2CCCO2)CC1 (configuration not stated)	-78.3	-0.41	-0.76
CCOC(=O)c1cccc(NC(=O)C2CCC(CNc3c(N4CCOCC4)c(=O)c3=O)CC2)c1 (configuration not stated)	/	0.36	0.11
CC(=O)C1=C(C)NC(SCC(=O)c2ccc(Cl)cc2Cl)=C(C#N)C1c1ccco1 (configuration not stated)	7.1	-0.05	-0.1
CC(=O)Nc1ccc(S(=O)(=O)Nc2nnc(C(C)(C)C)s2)cc1	-12.5	0.1	-0.02
CS(=O)(=O)c1ccc(Cl)c(NC(=O)Cc2c(F)cccc2Cl)c1	-16.7	/	/
CC1CCN(C(=O)CSc2ccc(-c3ccc(F)cc3)nn2)CC1	/	-0.5	-0.71
CC(=O)C1=C(O)C(=O)N(c2nccs2)C1c1ccc(F)cc1 (configuration not stated)	21.4	0.48	-0.63
CCOC(=O)C1=C(C)NC(C)=C(C(=O)OCC)C1c1ccc(OC)cc1	/	-0.37	0.15
COc1cccc(-c2nc(=S)c3c(n2Cc2ccco2)CCCC3)c1	26.3	-0.41	0.17
c1ccc2c(c1)Nc1nccnc1S2	58.3	0.11	-0.56
CC(C(=O)NCC1(c2ccccc2)CCCC1)N1CCOCC1 (configuration not stated)	/	-0.4	-0.88
CCCn1c(C(O)c2cc(OC)ccc2OC)nc2ccccc21 (configuration not stated)	-82.9	-0.73	0.06
O=C(NCN1C(=O)C2C3C=CC(C3)C2C1=O)Nc1cccnc1 (configuration not stated)	/	0.5	0.17
Cc1noc(C)c1C1(O)CCCCCCCCCCC1	-17.6	-0.85	0.15
Cn1/c(=N/N=C/c2ccc([N+](=O)[O-])cc2)sc2ccccc21	6.0	-0.78	-0.1
O=C(NCCN1CCOCC1)NC1(C(F)(F)F)Oc2ccc(Cl)cc2O1 (configuration not stated)	-117.9	0.07	0.19
CCN(C(=O)c1c(N)cnn1C)c1ccccc1	-52.4	/	/

Individual results from the results shown:
CC(=O)C1=C(O)C(=O)N(c2nccs2)C1c1ccc(F)cc1 (configuration not stated) in SDO1 yeast rescue shows 0.48
Cn1/c(=N/N=C/c2ccc([N+](=O)[O-])cc2)sc2ccccc21 in SDO1 yeast rescue Rescue 24 h shows -0.1
CC(=O)C1=C(C)NC(SCC(=O)c2ccc(Cl)cc2Cl)=C(C#N)C1c1ccco1 (configuration not stated) in SDO1 yeast rescue Rescue 24 h shows -0.1

Later entries
SMILES	INS promoter inh	SDO1 yeast rescue	SDO1 yeast rescue Rescue 24 h
COc1cc(OC)cc(C(=O)N[C@H](C(=O)OCC(=O)NC(=O)c2cccn2C)C(C)C)c1	-82.3	/	/
Cc1ccc(/C=C/C(=O)O)cc1S(=O)(=O)NCCO	22.2	0.73	0.37
OCc1ccnc(Cl)c1	-35.3	1.54	1.2
Cc1cc(C(F)(F)F)nn1CC(=O)NNC(=S)Nc1cccc(Cl)c1	0.0	0.04	-0.71
CCC(c1c(C)n(C)n(-c2ccccc2)c1=O)c1c(C)n(C)n(-c2ccccc2)c1=O	-13.8	0.17	0.07
O=C(c1cc2nc(-c3ccco3)cc(C(F)(F)F)n2n1)N1CCCCCC1	/	-1.06	-0.3
CC(C)(O)C#Cc1ccc(C(=O)NCc2cccs2)s1	0.0	0.51	-0.14
Cc1cc2oc(=O)cc(Cn3nnc(-c4ccc(Cl)cc4)n3)c2cc1C(C)C	/	0.01	-0.48
CC(C)(C)NC(=O)C(=O)NNC(=O)COc1ccc(Br)cc1	-12.9	0.6	0.11
CC1N(C)c2cc(NC(=O)c3ccco3)ccc2C1(C)C (configuration not stated)	/	-1.47	-0.75
O=C(C1CCN(c2nnc(-n3cccc3)s2)CC1)N1CCOCC1	100.0*	0.5	0.9
C=CCNC(=O)c1c(-c2c(F)cccc2Cl)noc1C	6.7	0.78	0.33
CCN(CC)C(=O)COc1ccc2oc(C)c(C(=O)OC)c2c1	-162.1	-0.16	0.14
O=C(NC1CCCCCC1)c1ccc(CN2CCOCC2)cc1	21.6	-1.51	-1.19
COc1ccc2cc(CN(CCO)C(=O)c3ccc(Br)cc3)c(=O)[nH]c2c1	40.5	0.96	1.29
CCCCCCC1CCC(C(=O)Nn2c(C)nc3ccccc3c2=O)CC1 (configuration not stated)	/	-0.83	-0.48
O=C(O)COc1ccc2c3c(c(=O)oc2c1)CCC3	-17.1	1.9	0.53
CCNc1nc(SCCOc2ccc(Cl)cc2Cl)nc(N(C)C)n1	-41.2	/	/
O=C(CCCN1C(=O)/C(=C/c2ccccc2)SC1=S)Nc1ccc(O)cc1	-61.1	/	/
CCOc1ccccc1-n1c(SCC(=O)NC)nnc1-c1ccco1	/	-0.12	-0.32
CC1CCCCN1S(=O)(=O)c1ccc(S(=O)(=O)N2CCN(c3ccccc3)CC2)cc1 (configuration not stated)	17.9	-0.81	1.47
Cc1ccc2ccccc2c1COC(=O)c1nonc1N	-343.2	-0.94	-0.22
C=C(C)C1CC=C(C)/C(=N/NC(=O)COc2ccc(Cl)cc2)C1 (configuration not stated)	-85.7	-0.69	-0.57
CC(C)(C)n1cnc2cc(NS(=O)(=O)c3ccccc3)ccc21	31.8	-0.59	-0.77
COC(=O)c1c(NC(=O)CN2CCC3(O)CCCCC3C2c2cc(OC)ccc2OC)sc(C)c1C (configuration not stated)	64.3*	-0.28	0.51
O=C(CN1C(=O)c2ccccc2S1(=O)=O)Nc1ccccc1C(=O)NCc1ccco1	21.4	1.45	2.48
Cc1ccc(C(=O)O)cc1NC(=O)c1cccs1	6.2	0.37	0.11
O=c1nc2n(c3cc(Cl)c(S(=O)(=O)N4CCOCC4)cc13)CCCCC2	/	1.2	0.35
CC(C)C(=O)Nc1ccc(C(=O)NC2CCSC2=O)cc1 (configuration not stated)	-9.1	0.62	0.94
Cc1cccc(-n2nnc3c(=O)n(CC(=O)Nc4cc(C)on4)cnc32)c1	0.0	/	/
COc1ccc(CC(=O)Nc2ccc(S(=O)(=O)NCC3CCCO3)cc2)cc1 (configuration not stated)	-12.1	1.43	1.12
O=C(COc1ncnc2cc([N+](=O)[O-])ccc12)NCCc1ccc(Cl)cc1	50.0	/	/
OC(c1ccccn1)(c1ccccn1)c1ccccn1	-53.9	1.69	0.17
CN1C(=O)CSc2ccc(C(=O)O)cc21	/	0.16	-0.2
COc1ccccc1CNC(=O)c1cccc(C)c1[N+](=O)[O-]	/	0.5	0.56
COc1ccc(C(=O)CSc2nnc(-c3ccco3)n2CC2CCCO2)cc1 (configuration not stated)	0.0	-0.75	-0.55
NC1=NC2=C(CCCC2)C2(CCCCC2)S1	/	0.43	-0.56
Cc1ccc(CNC(=O)c2cc3c(=O)n(C)c4ccccc4c3n2C)o1	/	-0.68	-0.94
CCc1cc2c(cc(C(=O)O)n2C)s1	/	0.22	-0.19
COc1ccc(C(=O)NCC(=O)n2nc(C)cc2C)cc1OC	38.1	-0.59	-0.53

5 entries picked at random from the list so far:
SMILES	INS promoter inh	SDO1 yeast rescue	SDO1 yeast rescue Rescue 24 h
COc1ccc(C(=O)CSc2nnc(-c3ccco3)n2CC2CCCO2)cc1 (configuration not stated)	0.0	-0.75	-0.55
CCc1cc2c(cc(C(=O)O)n2C)s1	/	0.22	-0.19
O=c1nc2n(c3cc(Cl)c(S(=O)(=O)N4CCOCC4)cc13)CCCCC2	/	1.2	0.35
COc1ccc(C(=O)NCC(=O)n2nc(C)cc2C)cc1OC	38.1	-0.59	-0.53
CC(C)(C)n1cnc2cc(NS(=O)(=O)c3ccccc3)ccc21	31.8	-0.59	-0.77

Next entries follow:
SMILES	INS promoter inh	SDO1 yeast rescue	SDO1 yeast rescue Rescue 24 h
COC(C(=O)Nc1ccc(S(=O)(=O)Nc2ccc(C)c(C)c2)cc1)c1ccccc1 (configuration not stated)	-3.7	0.05	-0.35
NC(=O)C1CCN(C(=O)C23CC4CC(CC(C4)C2)C3)CC1	/	0.71	0.53
COCCn1c(SCCCc2ccccc2)nc2c1c(=O)[nH]c(=O)n2C	/	0.33	2.44
CCOC(=O)C(C)Oc1ccc2c(C)cc(=O)oc2c1C(C)=O (configuration not stated)	-53.3	0.69	0.6
Cc1csc(NC(=O)CSc2ccc(-c3ccccn3)nn2)n1	-8.3	/	/
CCn1cc(/C=N/NC(=O)COc2cccc3cccnc23)c2ccccc21	17.2	0.72	0.21
CC(=O)Nc1ccc(S(=O)(=O)N[C@H](C(=O)O)C(C)C)cc1	8.3	-0.35	-1.01
